JMJD2C inh: inhibitors of GASC-1 histone demethylase, primary screen, biochemical, fluorescence, DELFIA europium. inhibition, % at 2.35 µM. AID 2099, 2009. GST-JMJD2C(1-420) H3K9me3 demethylation. Lysine-specific demethylase 4C (Homo sapiens), Q9H3R0. 330,000 tested, 0.069% active;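 active = more than half of a compound's replicate wells show inhibition beyond 50%, single wells judged on their own value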;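 note: signal counts dimethyl H3K9 product captured on neutravidin plate; 0% = median of DMSO wells and 100% = 0.3 times that DMSO median; strong numbers were not always called active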
PP5 inh: PP5 phosphatase inhibitors, primary screen, biochemical, fluorescence; 320,000 tested, 0.18% active; AID 1987, 2009; purified PP5c, OMFP substrate fluorescence; inhibition, % at 6.7 µM;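 active = inhibition above the campaign's mean inhibition across all tested compounds plus 3 SD, cut at about 9.5% in these data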;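 note: 0% = DMSO only and 100% = 100 µM cantharidin control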
Target sequence (P53041 whole entry, looked up): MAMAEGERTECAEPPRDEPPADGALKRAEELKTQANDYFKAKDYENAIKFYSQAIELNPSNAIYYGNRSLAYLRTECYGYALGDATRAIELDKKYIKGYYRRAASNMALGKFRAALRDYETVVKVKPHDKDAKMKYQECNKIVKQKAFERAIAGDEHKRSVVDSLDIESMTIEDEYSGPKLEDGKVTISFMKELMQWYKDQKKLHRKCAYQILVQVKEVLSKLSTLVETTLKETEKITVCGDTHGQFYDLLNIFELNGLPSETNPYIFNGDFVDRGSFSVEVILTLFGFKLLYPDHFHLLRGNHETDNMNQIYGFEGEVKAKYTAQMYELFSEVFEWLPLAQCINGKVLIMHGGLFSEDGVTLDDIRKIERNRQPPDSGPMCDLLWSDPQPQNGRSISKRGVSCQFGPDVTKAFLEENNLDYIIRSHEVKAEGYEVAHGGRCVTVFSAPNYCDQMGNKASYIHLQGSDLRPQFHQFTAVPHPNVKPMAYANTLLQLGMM
EBNA-1 inhibitor: EBNA-1 DNA-binding inhibitors, primary screen, biochemical, fluorescence polarization. inhibition, % at 14.8 µM. 300,000 tested, 0.34% active. AID 1950, 2009; in the data active = inhibition above about 28%
PP1 counter: PP1-alpha phosphatase inhibitors, primary screen, counter-screen for PP5 inhibitor project, biochemical, fluorescence, OMFP substrate, single point | Serine/threonine-protein phosphatase PP1-alpha catalytic subunit (Homo sapiens), P62136 | purified PP1alpha | inhibition, % at 6.7 µM | 320,000 tested, 0.9% active | AID 2235, 2010;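 active = inhibition above the mean inhibition of all tested compounds plus 3 SD, computed separately for each screening campaign, cut at about 15% in these data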
Target sequence (P62136 whole entry, looked up): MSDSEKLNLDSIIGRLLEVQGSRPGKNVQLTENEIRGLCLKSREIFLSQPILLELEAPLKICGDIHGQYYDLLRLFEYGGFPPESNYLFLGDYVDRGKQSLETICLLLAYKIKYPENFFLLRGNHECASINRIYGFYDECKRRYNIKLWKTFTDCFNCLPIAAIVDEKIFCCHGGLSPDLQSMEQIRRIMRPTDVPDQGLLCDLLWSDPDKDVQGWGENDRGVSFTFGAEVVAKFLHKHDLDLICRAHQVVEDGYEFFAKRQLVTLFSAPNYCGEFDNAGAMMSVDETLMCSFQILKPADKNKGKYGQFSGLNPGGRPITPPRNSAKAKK
CR mimetic SO: reduction of superoxide in aged yeast, primary screen, HTS; S. cerevisiae aged cells, superoxide DHE fluorescence; active compounds read low; AID 2690, 2010; 330,000 tested, 0.18% active; superoxide response (% of plate mean), % at 10 µM;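 active = superoxide response under a set limit, about three screen SD below normal, cut at about 65% in these data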;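 note: yeast aged for seven days with compound at 30 °C before DHE staining; 100% = average MFI of all compound-treated wells on the plate with controls excluded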
TPT1 inhibitor: Candida albicans TPT1 enzyme inhibitors, primary screen, biochemical, fluorescence polarization; tRNA 2'-phosphotransferase TPT1 (Candida albicans SC5314); recombinant caTPT1, FP RNA substrate dephosphorylation; inhibition, % at 5 µM; 300,000 tested, 0.81% active;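 active = inhibition above the mean of all tested compounds plus 3 SD, set per screening campaign, cut at about 24% in these data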;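 note: plate controls were DMSO alone for no effect and ferristatin control at 100 nM for full effect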
CTSL1 counter: Fasciola hepatica cathepsin L1 inhibitors, primary screen, counter-screen for PFM18AAP inhibitor project, biochemical, QFRET, fluorogenic peptide substrate. recombinant F. hepatica cathepsin L1, Z-Leu-Arg-MCA fluorescence. 300,000 tested, 0.49% active. inhibition, % at 5.96 µM;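 active = inhibition above the mean of all tested compounds plus 3 SD, set per screening campaign, cut at about 17% in these data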;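 note: 0% = plate median of test compound wells and 100% = 1 µM Z-Phe-Ala-diazomethylketone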
core dimer inh: inhibitors of HCV core protein dimerization, primary screen, biochemical, TR-FRET, high-throughput. AID 1899, 2009. TR-FRET GST/Flag-core106 dimerization, 1536-well. 300,000 tested, 0.33% active. inhibition, % at 5 µM;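 active = inhibition above the mean of all tested compounds plus 3 SD, set per screening campaign, cut at about 45% in these data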
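Assay system – GST-tagged and Flag-tagged HCV core protein residues 1-106 · Quantity – core106 proteins, GST 13.5 nM and Flag 17 nM · Benchmarks – unlabelled core106 and no-GST-core106 wells · Read-out basis – percent inhibition of core106 dimerization signal · Detection – time-resolved FRET, ex 340 nm, em 617 and 671 nm · Schedule – 4 h at 22.5 °C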
ZTA counter: ZTA (EBV) inhibition in EBNA-1 counter-screen. AID 2234. inhibition, % at 11 µM. ZTA-DNA binding, fluorescence polarization. P03206. 320,000 tested, 0.15% active; in the data active = inhibition above about 33%
Target sequence (P03206 whole entry, looked up): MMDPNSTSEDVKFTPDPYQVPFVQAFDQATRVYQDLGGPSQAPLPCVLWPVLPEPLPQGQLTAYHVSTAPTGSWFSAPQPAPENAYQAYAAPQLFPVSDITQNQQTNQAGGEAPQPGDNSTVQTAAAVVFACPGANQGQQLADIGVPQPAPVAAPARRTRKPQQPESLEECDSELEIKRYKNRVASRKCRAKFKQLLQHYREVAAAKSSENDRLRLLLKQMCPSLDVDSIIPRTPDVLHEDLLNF
Starred values were filed as active, the others as inactive. Compounds were not picked by outcome; overall some 3.1% were active at least once.

What do the screens show for `COc1ccc(C2C(=O)N(CCc3ccccc3)CC(=O)N2C2CCCCC2)cc1` (stereo not drawn)?
JMJD2C inh: -7; PP5 inh: -0.7; EBNA-1 inhibitor: 8; PP1 counter: -1; CR mimetic SO: 95; TPT1 inhibitor: -7; CTSL1 counter: 2; core dimer inh: 0; ZTA counter: -6

What do the screens show for `O=C(CSCc1ccc(Cl)cc1Cl)Nc1nccs1`?
JMJD2C inh: -1; PP5 inh: 3.6; EBNA-1 inhibitor: 16; PP1 counter: -5; CR mimetic SO: 94; TPT1 inhibitor: 2; CTSL1 counter: -1; core dimer inh: -5; ZTA counter: -2

What do the screens show for `CC(Cl)C(=O)Nc1cc(C(C)(C)C)nn1-c1ccccc1` (stereo not drawn)?
JMJD2C inh: 17; PP5 inh: 0.1; EBNA-1 inhibitor: 3; PP1 counter: -3; CR mimetic SO: 77; TPT1 inhibitor: 0; CTSL1 counter: 6; core dimer inh: -1; ZTA counter: 17

What do the screens show for `Cc1snc(SCC(=O)c2ccc(F)cc2)c1C#N`?
JMJD2C inh: 5; PP5 inh: 0.6; EBNA-1 inhibitor: 0; PP1 counter: -4; CR mimetic SO: 96; TPT1 inhibitor: 4; CTSL1 counter: -2; core dimer inh: 3; ZTA counter: -2

Results for NC(=O)c1ccsc1NC(=O)C1CCN(S(=O)(=O)c2cccs2)CC1 ?
JMJD2C inh: 1; PP5 inh: 0.8; EBNA-1 inhibitor: 9; PP1 counter: -2; CR mimetic SO: 107; TPT1 inhibitor: 1; CTSL1 counter: 0; core dimer inh: 4; ZTA counter: 5

Results for O=C1C=C(NCCN2CCOCC2)CC(c2ccccc2)C1 (stereo not drawn) ?
JMJD2C inh: -4; PP5 inh: 1.2; EBNA-1 inhibitor: 7; PP1 counter: 1; CR mimetic SO: 90; TPT1 inhibitor: 0; CTSL1 counter: 0; core dimer inh: -5; ZTA counter: 7

How did Cn1cc(-c2ccccc2C(=O)O)c(=O)c2cc(Cl)ccc21 do in these assays?
JMJD2C inh: 1; PP5 inh: 2.1; EBNA-1 inhibitor: -6; PP1 counter: 0; CR mimetic SO: 96; TPT1 inhibitor: 3; CTSL1 counter: 3; core dimer inh: -1; ZTA counter: -6

Results for Cc1cc(NS(=O)(=O)c2ccccc2)c([N+](=O)[O-])cc1C ?
JMJD2C inh: 2; PP5 inh: 0.1; EBNA-1 inhibitor: -1; PP1 counter: 0; CR mimetic SO: 125; TPT1 inhibitor: -2; CTSL1 counter: 4; core dimer inh: 10; ZTA counter: -4

Results for CCN(CC(=O)Nc1ccc(NC(C)=O)cc1)C(=O)CCCc1nc2ccccc2s1 ?
JMJD2C inh: -1; PP5 inh: 0.2; PP1 counter: -2; CR mimetic SO: 121; ZTA counter: -4

Results for COc1ccc(S(=O)(=O)N2CCCCCC2)cc1C(=O)OCC(=O)NC(C)(C)C ?
JMJD2C inh: -19; PP5 inh: 2.5; EBNA-1 inhibitor: -12; PP1 counter: 0; CR mimetic SO: 94; TPT1 inhibitor: -2; CTSL1 counter: -5; core dimer inh: 1; ZTA counter: 1

Results for CCOc1cc(OCC)cc(C(=O)O)c1 ?
JMJD2C inh: -7; PP5 inh: 0.3; EBNA-1 inhibitor: 11; PP1 counter: 2; CR mimetic SO: 96; TPT1 inhibitor: 0; CTSL1 counter: -4; core dimer inh: 1; ZTA counter: 5

Results for CCOC(=O)c1c(C)nc(C)c(C(=O)OCC)c1-c1cccnc1 ?
JMJD2C inh: -4; PP5 inh: 1.1; EBNA-1 inhibitor: 4; PP1 counter: 0; CR mimetic SO: 100; TPT1 inhibitor: -1; CTSL1 counter: 1; core dimer inh: 1; ZTA counter: -10

Results for COC(=O)c1ccccc1NC(=O)CSc1n[nH]c(-c2cccnc2)n1 ?
JMJD2C inh: -10; PP5 inh: -1.3; EBNA-1 inhibitor: 13; PP1 counter: -5; CR mimetic SO: 94; TPT1 inhibitor: -4; CTSL1 counter: 1; core dimer inh: 2; ZTA counter: 16

What do the screens show for `O=C(c1cc(-c2ccc(Cl)cc2)n(-c2ccc(Cl)c(Cl)c2)n1)N1CCOCC1`?
JMJD2C inh: 10; PP5 inh: 1.1; EBNA-1 inhibitor: -2; PP1 counter: -1; CR mimetic SO: 88; TPT1 inhibitor: 2; CTSL1 counter: 6; core dimer inh: 12; ZTA counter: 3

Results for Nc1nnc(SCC(=O)NC2CCCCCC2)s1 ?
JMJD2C inh: 0; PP5 inh: 0.2; EBNA-1 inhibitor: 7; PP1 counter: -3; CR mimetic SO: 80; TPT1 inhibitor: 0; CTSL1 counter: 0; core dimer inh: -1; ZTA counter: 7

What do the screens show for `Nc1ccccc1SCc1cc([N+](=O)[O-])cc2c1OCOC2`?
JMJD2C inh: 3; PP5 inh: 1.5; EBNA-1 inhibitor: -1; PP1 counter: 0; CR mimetic SO: 92; TPT1 inhibitor: -5; CTSL1 counter: -3; core dimer inh: -2; ZTA counter: -13

What do the screens show for `CC(/C=C1\SC(=S)N(NC(=O)c2ccc(C)cc2)C1=O)=C\c1ccccc1`?
JMJD2C inh: 3; PP5 inh: -0.2; EBNA-1 inhibitor: 0; PP1 counter: 13; CR mimetic SO: 107; TPT1 inhibitor: 3; CTSL1 counter: 1; core dimer inh: 67*; ZTA counter: -2

How did Cc1sc2nc[nH]c(=O)c2c1-c1ccc(F)cc1 do in these assays?
JMJD2C inh: 3; PP5 inh: -1.9; EBNA-1 inhibitor: -3; PP1 counter: -10; CR mimetic SO: 92; TPT1 inhibitor: 4; CTSL1 counter: 1; core dimer inh: -14; ZTA counter: -8

What do the screens show for `CC1CCCC(C)N1C(=O)COC(=O)CNC(=O)c1ccccc1F` (stereo not drawn)?
JMJD2C inh: -3; PP5 inh: 1.8; PP1 counter: 0; CR mimetic SO: 99; ZTA counter: -2

What do the screens show for `O=C(N/N=C/c1cc(Br)ccc1O)c1ccccc1Cl`?
JMJD2C inh: 6; PP5 inh: 2.8; EBNA-1 inhibitor: 2; PP1 counter: 5; CR mimetic SO: 99; TPT1 inhibitor: 1; CTSL1 counter: 3; core dimer inh: -2; ZTA counter: 1

How did Cc1[nH]n(-c2ccccc2)c(=O)c1C=NCC1CCCO1 (stereo not drawn) do in these assays?
JMJD2C inh: -13; PP5 inh: 0.0; EBNA-1 inhibitor: 6; PP1 counter: -3; CR mimetic SO: 95; TPT1 inhibitor: -1; CTSL1 counter: 3; core dimer inh: 1; ZTA counter: 10

Results for COc1ccc(C2CC(=O)c3cc(OC)c(OC)cc32)cc1OC (stereo not drawn) ?
JMJD2C inh: -4; PP5 inh: 2.1; EBNA-1 inhibitor: -7; PP1 counter: -8; CR mimetic SO: 112; TPT1 inhibitor: 4; CTSL1 counter: 1; core dimer inh: -4; ZTA counter: -12

What do the screens show for `O=C(CCN1CCN(C(c2ccccc2)c2ccccc2)CC1)N/N=C/c1ccc(O)cc1O`?
JMJD2C inh: -6; PP5 inh: -0.2; EBNA-1 inhibitor: 2; PP1 counter: 7; CR mimetic SO: 92; TPT1 inhibitor: 3; CTSL1 counter: -1; core dimer inh: 13; ZTA counter: 8

How did O=C(CCCC(=O)N(CC(=O)NC1CCCC1)c1cccc(F)c1)Nc1ccccn1 do in these assays?
JMJD2C inh: 4; PP5 inh: 2.0; EBNA-1 inhibitor: -3; PP1 counter: -2; CR mimetic SO: 91; TPT1 inhibitor: 2; CTSL1 counter: 0; core dimer inh: 3; ZTA counter: -2

How did Cc1ccc(-c2nnc(SCC(=O)Nc3ccc(N4CCOCC4)cc3)o2)cc1 do in these assays?
JMJD2C inh: 6; PP5 inh: 2.8; EBNA-1 inhibitor: -3; PP1 counter: -1; CR mimetic SO: 88; TPT1 inhibitor: -1; CTSL1 counter: -2; core dimer inh: 0; ZTA counter: 1

Results for Cc1[nH]c2ccccc2c1Cc1n[nH]c(=S)o1 ?
JMJD2C inh: 8; PP5 inh: -1.9; EBNA-1 inhibitor: 10; PP1 counter: -2; CR mimetic SO: 112; TPT1 inhibitor: -5; CTSL1 counter: -2; core dimer inh: -1; ZTA counter: 2

What do the screens show for `Cc1cc(N2CCN(C)CC2)ccc1NC(=O)c1cccc(S(=O)(=O)N2CCc3ccccc3C2)c1`?
JMJD2C inh: -17; PP5 inh: 3.6; EBNA-1 inhibitor: 6; PP1 counter: 3; CR mimetic SO: 104; TPT1 inhibitor: 1; CTSL1 counter: 0; core dimer inh: -2; ZTA counter: 14

Results for O=C(N1CCN(CCO)CC1)N1c2ccccc2CCc2ccccc21 ?
JMJD2C inh: 0; PP5 inh: -1.4; EBNA-1 inhibitor: -1; PP1 counter: -4; CR mimetic SO: 91; TPT1 inhibitor: -3; CTSL1 counter: -1; core dimer inh: 1; ZTA counter: -2

What do the screens show for `O=C(Cc1ccc(Cl)cc1)Nc1cccc(S(=O)(=O)N2CCCCC2)c1`?
JMJD2C inh: 2; PP5 inh: 3.9; PP1 counter: 8; CR mimetic SO: 95; ZTA counter: -5

Results for Cc1c(Cl)cccc1NC(=S)N(Cc1ccccc1)Cc1cccnc1 ?
JMJD2C inh: 26; PP5 inh: -1.3; EBNA-1 inhibitor: -13; PP1 counter: -2; CR mimetic SO: 99; TPT1 inhibitor: 2; CTSL1 counter: -5; core dimer inh: -4; ZTA counter: -2

How did O=C(Nc1cc(S(=O)(=O)N2CCOCC2)ccc1Cl)c1cc2ccccc2o1 do in these assays?
JMJD2C inh: 16; PP5 inh: 0.0; PP1 counter: -2; CR mimetic SO: 103; ZTA counter: 5

By substructure: the compounds so far with two or more sulfur atoms.
What do the screens show for `O=C(CSCc1ccc(Cl)cc1Cl)Nc1nccs1`?
JMJD2C inh: -1; PP5 inh: 3.6; EBNA-1 inhibitor: 16; PP1 counter: -5; CR mimetic SO: 94; TPT1 inhibitor: 2; CTSL1 counter: -1; core dimer inh: -5; ZTA counter: -2

What do the screens show for `Cc1snc(SCC(=O)c2ccc(F)cc2)c1C#N`?
JMJD2C inh: 5; PP5 inh: 0.6; EBNA-1 inhibitor: 0; PP1 counter: -4; CR mimetic SO: 96; TPT1 inhibitor: 4; CTSL1 counter: -2; core dimer inh: 3; ZTA counter: -2

Results for NC(=O)c1ccsc1NC(=O)C1CCN(S(=O)(=O)c2cccs2)CC1 ?
JMJD2C inh: 1; PP5 inh: 0.8; EBNA-1 inhibitor: 9; PP1 counter: -2; CR mimetic SO: 107; TPT1 inhibitor: 1; CTSL1 counter: 0; core dimer inh: 4; ZTA counter: 5

Results for Nc1nnc(SCC(=O)NC2CCCCCC2)s1 ?
JMJD2C inh: 0; PP5 inh: 0.2; EBNA-1 inhibitor: 7; PP1 counter: -3; CR mimetic SO: 80; TPT1 inhibitor: 0; CTSL1 counter: 0; core dimer inh: -1; ZTA counter: 7

What do the screens show for `CC(/C=C1\SC(=S)N(NC(=O)c2ccc(C)cc2)C1=O)=C\c1ccccc1`?
JMJD2C inh: 3; PP5 inh: -0.2; EBNA-1 inhibitor: 0; PP1 counter: 13; CR mimetic SO: 107; TPT1 inhibitor: 3; CTSL1 counter: 1; core dimer inh: 67*; ZTA counter: -2
